# Compound activity as filed in PubChem.
# GRK2 aptamer HTS: inhibitors of human GRK2 displacing RNA aptamer; bead flow cytometry, FAM-aptamer displacement from GRK2; 0.59% of 330,000 active; P25098; inhibition of aptamer binding, % at 10 µM;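 active = inhibition of aptamer binding above 40%, roughly 3 SD of noise, on plates passing a quality check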;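 note: median bead fluorescence of bound FAM aptamer so fluorescent compounds give negative values; no value below 0 was filed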
# Target sequence (P25098 whole entry, looked up): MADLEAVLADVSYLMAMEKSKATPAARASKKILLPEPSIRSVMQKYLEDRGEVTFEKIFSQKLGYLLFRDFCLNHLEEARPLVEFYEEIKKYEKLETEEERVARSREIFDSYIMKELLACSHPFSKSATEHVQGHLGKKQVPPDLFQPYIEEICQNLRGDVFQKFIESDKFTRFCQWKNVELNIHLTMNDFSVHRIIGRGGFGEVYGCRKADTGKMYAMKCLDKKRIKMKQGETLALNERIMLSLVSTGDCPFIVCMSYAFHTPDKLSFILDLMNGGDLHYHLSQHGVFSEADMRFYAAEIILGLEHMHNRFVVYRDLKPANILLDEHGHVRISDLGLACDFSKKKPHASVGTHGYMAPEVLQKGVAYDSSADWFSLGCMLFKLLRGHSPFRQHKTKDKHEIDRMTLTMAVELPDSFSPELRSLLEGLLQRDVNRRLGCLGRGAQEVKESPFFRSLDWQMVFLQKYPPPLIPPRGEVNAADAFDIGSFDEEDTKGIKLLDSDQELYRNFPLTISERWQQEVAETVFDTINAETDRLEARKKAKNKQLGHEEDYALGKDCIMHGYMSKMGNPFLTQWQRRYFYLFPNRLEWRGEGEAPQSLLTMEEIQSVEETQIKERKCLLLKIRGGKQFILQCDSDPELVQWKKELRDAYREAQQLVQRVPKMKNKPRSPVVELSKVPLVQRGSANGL
# GASC-1 inh: inhibitors of human GASC-1 (JMJD2C) demethylase. Q9H3R0. GST-JMJD2C(1-420) H3K9me3 demethylation, DELFIA europium. inhibition, % at 2.35 µM. 0.069% of 330,000 active;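 active = more than half of a compound's replicate wells show inhibition beyond 50%, single wells judged on their own value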;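 note: signal counts dimethyl H3K9 product captured on neutravidin plate; 0% = median of DMSO wells and 100% = 0.3 times that DMSO median; strong numbers were not always called active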
# procasp7 counter: activates human procaspase-7, counter-screen for procaspase-3 activators | 0.093% of 330,000 active | AID 463210 | recombinant procaspase-7, Ac-DEVD-pNA absorbance 405 nm; D23A/D198A/D206A triple mutant, cannot self-cleave; scale: DMSO 0, 5 µM enzyme 100 | activation, % at 8.5 µM;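 active = percent activation above the screen-wide mean plus 3 SD, cut at about 25% in these data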
# Target sequence (P55210 whole entry D23A/D198A/D206A): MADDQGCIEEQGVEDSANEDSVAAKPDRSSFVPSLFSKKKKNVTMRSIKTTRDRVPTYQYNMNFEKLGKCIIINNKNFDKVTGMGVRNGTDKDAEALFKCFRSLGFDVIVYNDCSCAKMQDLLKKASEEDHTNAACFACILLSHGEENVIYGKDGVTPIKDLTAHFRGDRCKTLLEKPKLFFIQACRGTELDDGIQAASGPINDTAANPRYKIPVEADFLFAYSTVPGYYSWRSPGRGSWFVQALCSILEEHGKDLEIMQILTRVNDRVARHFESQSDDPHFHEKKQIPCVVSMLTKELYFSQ
#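 System: Uncleavable procaspase-7 mutant enzyme; Amount: 2 µM procaspase-7 mutant as dispensed; Schedule: 1 h compound preincubation, 2 h substrate cleavage, 25 °C; Measured by: 405 nm absorbance of p-nitroaniline; Evaluation: percent activation from buffer-corrected 0–120 min absorbance change; Control set: low DMSO alone, high DMSO plus 5 µM PC-7.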
# core dimer inh: blocks dimerization of HCV core protein. 0.33% of 300,000 active. AID 1899. TR-FRET GST/Flag-core106 dimerization, 1536-well. inhibition, % at 5 µM;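 active = inhibition above the mean of all tested compounds plus 3 SD, set per screening campaign, cut at about 45% in these data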
#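 Assay system: Tagged HCV core106 pair (GST and Flag) | Buffer or medium: KF-containing HEPES buffer, pH 7.45, DTT, CHAPS, BSA | Also added: Eu donor and XL665 acceptor anti-tag antibodies | Dosing: One concentration, 5 µM, in 0.5% DMSO | Timing: 4 h at 22.5 °C | Technique: TR-FRET 671 and 617 nm emission | Repeats: Singlicate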
# VLA-4 inh: inhibition in a human VLA-4 binding assay; 0.2% of 330,000 active; VLA-4 expressing cells, ligand binding flow cytometry; P13612; inhibition, % (about 7 µM as worked out from the volumes in the protocol); in the data active = inhibition above about 50%
# PP1 counter: counter-screen for PP5 inhibitors: inhibitors of human PP1-alpha; 0.9% of 320,000 active; AID 2235; P62136; purified PP1alpha, OMFP fluorescence; inhibition, % at 6.7 µM;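 active = inhibition above the mean inhibition of all tested compounds plus 3 SD, computed separately for each screening campaign, cut at about 15% in these data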
# procasp3 activ: activates human procaspase-3 | AID 463141 | P42574 | recombinant procaspase-3 D3A, Ac-DEVD-pNA absorbance 405 nm | 0.11% of 330,000 active | activation, % at 8.5 µM;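 active = activation above the mean of all tested compounds plus 3 SD, cut at about 21% in these data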;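 note: 0% = DMSO alone and 100% = DMSO wells spiked with extra 5 µM PC-3 D3A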
#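 Evaluation: percent activation relative to control range; Material: Procaspase-3 D3A mutant, all three cleavage aspartates alanine; Compound: single dose, 8.5 µM nominal compound, 0.8% DMSO; Replication: one well per compound; Signal: absorbance at 405 nm, 0 and 120 min; Schedule: 1 h preincubation plus 2 h reaction at 25 °C.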
# PP5 inh: inhibitors of human protein phosphatase 5 (PP5). P53041. purified PP5c, OMFP substrate fluorescence. inhibition, % at 6.7 µM. AID 1987. 0.18% of 320,000 active;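 active = inhibition above the campaign's mean inhibition across all tested compounds plus 3 SD, cut at about 9.5% in these data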;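 note: 0% = DMSO only and 100% = 100 µM cantharidin control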
# CTSL1 counter: blocks F. hepatica cathepsin L1 in PFM18AAP counter-screen | recombinant F. hepatica cathepsin L1, Z-Leu-Arg-MCA fluorescence | 0.49% of 300,000 active | inhibition, % at 5.96 µM;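 active = inhibition above the mean of all tested compounds plus 3 SD, set per screening campaign, cut at about 17% in these data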;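 note: 0% = plate median of test compound wells and 100% = 1 µM Z-Phe-Ala-diazomethylketone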
# * hit, by the source's call; . = no result given; & = joins results of further samples.
SMILES,GRK2 aptamer HTS,GASC-1 inh,procasp7 counter,core dimer inh,VLA-4 inh,PP1 counter,procasp3 activ,PP5 inh,CTSL1 counter
Cc1ccc(Cn2c(C(C)Nc3nc(-c4ccc(Cl)cc4)cs3)nc3cc(C(=O)NCCCO)ccc32)cc1 (stereo not given),6,-2,7,-2,10,7,-6,5.5,-2
CNS(=O)(=O)c1ccc(NC(=O)c2cnn3c(C(F)F)cc(-c4ccccc4)nc23)cc1,0,4,-2,15,-12,-3,10,-2.9,2
O=S(=O)(O)CCN1CCOCC1,2,-6,-14,0,-13,-1,-6,-0.3,-8
Cc1ccc2c(c1)CCCN2C(=O)c1ccc2c(c1)OCO2,1,1,2,-5,1,0,11,4.7,2
S=C(NCCc1ccccc1)NCCc1ccccc1,0,-8,-7,-8,-16,2,0,2.1,-3
O=C(CCC(=O)Nc1ccccc1)NNC(=O)CCc1ccccc1,0,12,-4,5,10,-3,-5,-1.0,-20
Cc1ccsc1/C=N/NC(=O)CO,3,-10,5,5,3,-4,-1,2.6,4
COc1ccc2cc(C(c3nnnn3C3CCCC3)N3CCOCC3)c3nnnn3c2c1 (stereo not given),1,-40,1,1,0,1,5,0.7,1
Cc1cccc(C)c1NC(=O)CS(=O)CC(=O)NCC1OCCc2ccccc21 (stereo not given),4,3,7,3,6,-2,3,-2.0,1
COc1ccc(NC(=O)c2csc(Cc3ccccc3)n2)cc1,0,6,1,4,-7,1,-2,2.1,3
CCOc1ccc(CN2CCC(n3nccc3NC(=O)C3CC3)CC2)cc1CO,0,-7,5,-2,4,4,7,-0.9,-3
Cc1nnc(SCCc2ccccc2)[nH]c1=O,0,-6,-11,0,1,-3,2,1.6,-4
CC1(C)CC2CC(C)(CN2S(=O)(=O)c2cccc(C(=O)OCC(=O)NC(N)=O)c2)C1 (stereo not given),2,-2,-2,2,8,-4,2,2.7,0
CC(=O)Nc1ccc(NC(=O)COC(=O)c2cnccn2)cc1,0,8,15,1,-3,0,4,-1.5,-11
CCOc1ccc(-c2onc(C(F)(F)F)c2-c2cscn2)c(O)c1,2,.,0,0,6,-4,-1,0.6,2
COc1ccc(-c2cc(=O)oc3c(C)c(O)ccc23)cc1,0,7,8,-1,0,-1,-2,0.6,-4
CCOC(=O)C(C)n1cnc2c(oc3ccccc32)c1=O (stereo not given),0,2,-4,4,37,5,-5,1.2,-3
CN(O)/C=c1/ccc2c(n1)C(=O)C=CC=2,0,-4,8,-14,-3,3,8,1.7,0
O=C(Nc1ccncc1)c1ccc2c(c1)OCCO2,0,3,11,-2,23,-2,1,2.0,-2
COc1ccc(OC)c(C2C(C(=O)Nc3nc4ccccc4s3)=C(C)NC3=C2C(=O)CCC3)c1 (stereo not given),0,-8,-4,6,7,2,-3,5.2,6
CCn1cc(CNC(=O)C2CCC(=O)N(C3CCCCCC3)C2)cn1 (stereo not given),1,-7,10,-3,-8,-3,-2,5.8,2
CC(NC(=O)c1ccco1)C1CCCO1 (stereo not given),0,3,-14,1,0,-4,16,0.6,-4
COc1ccc2cc(S(=O)(=O)N3CCCC3)ccc2c1,0,18,5,-11,2,-5,3,1.7,-3
COc1ccc(CCNC(=O)c2nnc(Cc3ccc(Cl)cc3)o2)cc1OC,3,1,-17,-2,-18,-1,9,1.7,4
CCOc1ccc(-n2cnc3sc(C)c(C)c3c2=O)cc1,2,129,-4,8,0,0,-7,1.3,2
SMILES,GRK2 aptamer HTS,GASC-1 inh,procasp7 counter,core dimer inh,VLA-4 inh,PP1 counter,procasp3 activ,PP5 inh,CTSL1 counter
CCOC(=O)C(C(=O)Nc1ccccc1C)C1CCCCC1 (stereo not given),1,-5,-1,0,17,-2,1,-0.5,4
O=c1c2ccccc2nnn1CSc1ccc2ccccc2n1,0,2,-4,-4,5,0,-2,-4.2,0
CN(C)/C=C/C(=O)c1ccncc1,0,-2,-10,3,7,-12,-13,0.7,4
O=C(C(=O)c1cccnc1)c1cccnc1,2,4,-1,-2,0,-2,-1,0.4,3
COC(=O)c1ccc(S(N)(=O)=O)o1,0,-14,6,1,5,-3,9,-1.3,-1
Cc1ccc(S(=O)(=O)N2CCC(=O)N(CCOC(=O)Nc3ccc(C)c(C)c3)CC2)cc1,5,6,-2,-13,18,3,3,5.3,0
O=C(Oc1ccc2c(=O)c(Oc3ccc4ccccc4c3)coc2c1)c1cncc(Br)c1,0,-14,-14,5,5,10,2,-5.3,-4
CC(=O)c1cccc(NC(=O)CC2Oc3ccc(C)cc3NC2=O)c1 (stereo not given),3,9,2,1,-15,-1,0,-1.7,0
CCOC(=O)C1CCN(C(=O)COC(=O)CNC(=O)c2sc3ccccc3c2Cl)CC1,5,10,-3,.,38,-1,-4,2.1,.
O=C(CN1CCN(Cc2ccccc2)CC1)Nc1ccc(Cl)cn1,0,-1,-5,-2,-12,-1,3,2.1,-1
Cn1nc(CC(=O)NC2CCCCCCCCCCC2)c2ccccc2c1=O,0,29,2,12,-7,2,-3,-1.1,2
Cc1ccc(/C=C(\NC(=O)c2ccccc2)C(=O)NCCc2ccccn2)o1,5,-1,4,-3,-7,1,-2,0.1,0
CCc1ccc(-c2cc(C)no2)cc1S(=O)(=O)N1CCN(c2ccccc2)CC1,0,4,16,9,11,3,7,0.1,-6
Fc1ccc(OCc2nc(-c3cccs3)no2)cc1,0,0,0,3,-5,1,-1,-0.8,1
O=C(c1ccco1)N1CCN(C(=O)C2CC(c3ccc(Cl)c(Cl)c3)=NO2)CC1 (stereo not given),2,-29&-9,3,-3,6,-2,2,2.5,-2
O=C(NC1CC1)C1=C[C@H](c2c[nH]c3ccccc23)C[C@H](OCc2ccc(CO)cc2)O1,0,3,0,-8,-7,1,1,7.3,-2
CCOc1ccccc1C(=O)NCC(=O)NCC(C)(C)N1CCOCC1,5,2,10,.,4,-2,5,-2.3,.
COc1ccc(NC(=O)CSc2nnnn2C2CCCC2)cc1,1,9,2,1,3,2,5,0.2,-2
NC(=O)NC(=O)COC(=O)c1sc2ccccc2c1Cl,4,1,2,4,3,-1,5,-1.1,0
O=C(O)CCc1ccc(S(=O)(=O)N2CCOCC2)cc1,5,-8,-1,6,-3,-8,8,-0.8,-1
Brc1ccc(Nc2ncnc3[nH]ncc23)cc1,11,0,6,-8,15,-3,0,5.6,0
Cc1ccc(Nc2cc(=O)[nH]c(=O)[nH]2)c(C)c1,0,23,-2,2,21,-1,0,2.5,-1
CCCCNC(=O)Nc1ccc(C2SCCS2)cc1,0,-14,3,0,2,1,14,-1.4,-1
CC(=O)Nc1ccc(NC(=O)C2CC(=O)N(c3ccccc3Cl)C2)cc1 (stereo not given),2,4,-4,-8,11,1,2,1.3,2
Cc1ccc(NC(=O)CSc2nc3ncc(Cl)cc3[nH]2)c(C)c1,0,12,7,2,3,3,8,-0.3,-1
SMILES,GRK2 aptamer HTS,GASC-1 inh,procasp7 counter,core dimer inh,VLA-4 inh,PP1 counter,procasp3 activ,PP5 inh,CTSL1 counter
CCCCN=c1sc(C(=O)OC)cc(=O)n1CCCC,2,5,0,-1,9,0,0,7.6,2
Cc1ccc(S(=O)(=O)N2CCCCC2CCNC(=O)C(=O)NCc2ccccc2C)cc1 (stereo not given),5,-3,3,2,-2,-3,12,3.6,0
CN(NC(=O)Nc1ccc(Cl)cc1)c1c(Cl)c(Cl)nn1C,0,0,-7,5,-1,-1,1,7.1,-2
COc1ccccc1-n1c(SCC(=O)N2CCCCC2)nc2cccnc21,1,0,6,-6,-2,0,-4,1.6,-2
O=C(NCc1ccncc1)c1nnc(Cc2c(F)cccc2Cl)o1,0,-11,8,-5,2,3,7,0.8,-1
O=C1CC(SCCc2nc3ccccc3[nH]2)C(=O)N1c1ccc(F)c(Cl)c1 (stereo not given),0,-5,-12,0,5,-1,-18,-1.5,0
COCCCn1c(=N)c(C(=O)NCc2ccc3c(c2)OCO3)cc2c(=O)n3ccccc3nc21,0,20,-9,6,-2,-1,-7,2.0,1
COc1ccc(CNC(=O)/C=C/c2ccc(OCCCF)cc2)cc1OC,2,9,11,-2,-8,1,-10,3.8,6
Nc1ccc(NC(=O)NC2CCCCC2)cc1,0,-42,-5,-4,11,0,7,3.7,-2
Cc1nc(C)c(-c2nnc(-c3ccccc3Cl)o2)cc1C(=O)NN,1,2,13,-2,-4,-2,11,1.6,-5
Nc1cc(=O)[nH]c(SCC(=O)Nc2cccnc2Cl)n1,0,-23,5,-5,11,2,-6,0.9,-1
Nc1nnc(/C=C/c2ccccc2)s1,0,-1,-11,3,5,-7,-1,1.2,0
Cc1ccc(N2C(N)=C(C#N)C(c3ccsc3)C3=C2CC(C)(C)CC3=O)cc1 (stereo not given),0,-4,0,8,-2,2,-1,1.6,1
O=C(O)CCCNS(=O)(=O)c1ccc(F)cc1,0,11,13,2,3,4,7,0.0,0
COc1ccc(N=Cc2c(O)cc(C)oc2=O)cc1,0,0,-13,-5,9,-3,-2,1.4,8
COC(=O)c1ccc(NC(=O)CSC2=Nc3ccccc3C3CC=NN23)cc1 (stereo not given),3,1,-4,8,5,1,-7,0.8,-3
CCOc1ccc(C2=Nn3c(CC)nnc3SC2)cc1,0,1,-2,.,7,0,8,1.0,.
O=C(CCCCCN1C(=O)CCC1=O)Nc1ccc(Br)cc1F,1,3,-2,4,10,-1,1,-0.4,3
COc1ccc(N2CCN(C(=O)c3ccc(-n4nc(C)cc4C)cc3)CC2)cc1,0,-3,-8,8,0,-5,1,3.4,1
CSc1ccc(/C=C(/NC(=O)c2ccccc2)C(=O)NCCN2CCOCC2)cc1,0,25,-9,-6,17,-2,-4,2.3,2
Cc1ccc(S(=O)(=O)c2nc(-c3ccc(F)cc3)oc2SCC(N)=O)cc1,1,4,-8,-6,8,0,9,1.2,-3
c1ccc(COc2ccc(Oc3nc(N4CCCCC4)nc(N4CCOCC4)n3)nn2)cc1,2,-3,0,3,-3,-3,3,0.0,2

# Looked up above.
# Under CTSL1 counter, COCCCn1c(=N)c(C(=O)NCc2ccc3c(c2)OCO3)cc2c(=O)n3ccccc3nc21 has the entry 1
# Under procasp3 activ, CCOc1ccc(-c2onc(C(F)(F)F)c2-c2cscn2)c(O)c1 has the entry -1

# Random excerpt: six entries already listed.
SMILES,GRK2 aptamer HTS,GASC-1 inh,procasp7 counter,core dimer inh,VLA-4 inh,PP1 counter,procasp3 activ,PP5 inh,CTSL1 counter
c1ccc(COc2ccc(Oc3nc(N4CCCCC4)nc(N4CCOCC4)n3)nn2)cc1,2,-3,0,3,-3,-3,3,0.0,2
Nc1nnc(/C=C/c2ccccc2)s1,0,-1,-11,3,5,-7,-1,1.2,0
O=C1CC(SCCc2nc3ccccc3[nH]2)C(=O)N1c1ccc(F)c(Cl)c1 (stereo not given),0,-5,-12,0,5,-1,-18,-1.5,0
Nc1cc(=O)[nH]c(SCC(=O)Nc2cccnc2Cl)n1,0,-23,5,-5,11,2,-6,0.9,-1
Cc1nc(C)c(-c2nnc(-c3ccccc3Cl)o2)cc1C(=O)NN,1,2,13,-2,-4,-2,11,1.6,-5
COc1ccc(N2CCN(C(=O)c3ccc(-n4nc(C)cc4C)cc3)CC2)cc1,0,-3,-8,8,0,-5,1,3.4,1
